INS promoter inh: inhibitors of insulin promoter-driven GFP, primary screen, imaging, TRM-6 cells (human fetal islet line), eGFP reporter, cell count. inhibition, % at 2 µM. actives 0.9% (n = 130,000). reporter expression induced with tamoxifen;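 active = inhibition above the mean plus 3 SD, with well images judged a real hit on visual review, cut at about 60% in these data, passing the limit was not always enough; inconclusive = inhibition over the cutoff but images rejected on review; inactive = inhibition not above the cutoff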
sdo1 growth: growth rescue of sdo1-depleted yeast, primary screen, S. cerevisiae, bone marrow failure model; S. cerevisiae sdo1-depleted JHY4D growth rescue, OD600 30 h; hits give high values; pdr5 snq2 efflux-pump mutant strain; z-score at 10 µM; actives 0.21% (n = 140,000); AID 817, 2007;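 active = z-score above 3 at both the 24 hr and the 30 hr optical density reads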;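 note: z-score against mean and SD of all compound wells on the same plate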
sdo1 growth Rescue 24 h: recorded beside sdo1 growth, whose call it bears; z-score; S. cerevisiae sdo1-depleted JHY4D growth rescue, OD600; measured here: growth rescue at 24 h;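 0 is the plate mean of compound wells and units are plate SD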
An asterisk follows results filed as active; ? = inconclusive; / = no result given.

Every second line gives: INS promoter inh	sdo1 growth	sdo1 growth Rescue 24 h
> CCC(CO)N=CC1=C(O)C(C(=O)c2ccccc2)CCC1=O (configuration not stated)
    /	-0.92	-0.73
> C(=N\n1cnnc1)/c1cccn1-c1ccccc1
    29	-0.07	-0.41
> O=C(CN1CCOCC1)OCCCc1ccccc1
    /	1.8	1.6
> O=C(Cn1nnc(-c2cccs2)n1)NCc1cccs1
    -36	/	/
> Cc1ccccc1-c1cc(C(=O)Nc2sc(C)c(C)c2C(N)=O)c2ccccc2n1
    8	-1.8	-1.1
> Cc1ccc(Oc2cc(-n3nc(C)cc3C)ncn2)cc1
    -26	-0.36	-0.14
> O=S(=O)(Nc1ccccc1N1CCOCC1)c1ccc(Cl)s1
    43	-1.7	-1.4
> COc1ccc(N2CCN(C(=O)CCCn3c(=O)[nH]c4cc(Cl)ccc4c3=O)CC2)cc1
    74*	-0.43	-0.22
> c1ccc(CSC2=NCCCN2)cc1
    -53	2.2	1.1
> C/C(O)=C(/N=O)C(=O)Nc1ccccc1
    -83	1.3	1
> CCC(C)Sc1nc2c(c(=O)[nH]c(=O)n2C)n1Cc1ccc(Cl)cc1 (configuration not stated)
    -46	-1.6	-1.1
> CC(=O)c1ccc(OCCCC(=O)NCC(c2ccco2)N(C)C)cc1 (configuration not stated)
    /	0.61	0.39
> COc1ccc(C(=O)N(C)Cc2ccccc2)cc1Br
    /	0.22	-0.55
> CCN1C(=O)/C(=C\N(C)C)S/C1=N\S(=O)(=O)c1ccc(C)cc1
    11	/	/
> Cc1ccc(C2CN(c3ccccc3)CC2C(=O)c2ccc(F)cc2)cc1 (configuration not stated)
    11	-0.32	0.27
> COc1ccc(OC)c(NC(=S)NCCSc2ccc(C)cc2)c1
    -10	-1.1	-0.53
> COc1ccc(-c2cc(C(F)F)n3ncc(C(=O)N4CCN(C(=O)c5ccco5)CC4)c3n2)cc1
    /	-1.3	-1.7
> CCn1ncc(NC(=S)Nc2ccc3c(c2)OCO3)c1C(N)=O
    -59	/	/
> Cn1cc(Cl)c(-c2n[nH]c(=S)n2-c2ccccc2)n1
    31	0.93	0.82
> CCN(Cc1cc(=O)n2cc(Cl)c(C)c(Cl)c2n1)Cc1nc2ccccc2c(=O)[nH]1
    0	/	/
> COc1ccc(OC)c(C(=O)CSc2nc3c(c(=O)n(C)c(=O)n3C)n2C(C)C)c1
    -22	0.23	2
> CCOC(=O)c1c(C=O)c(C)n(Cc2ccccc2)c1C
    -21	-1.4	-1.3
> Cn1c(-c2ccccc2)cnc1SCC(=O)N1CCCCC1
    7	0.91	0.49
> CN(C)CC#CCCCCCCC#CCN(C)C
    -15	0.74	0.4
> Nn1c(SCc2cccc(C(F)(F)F)c2)nnc1-c1ccco1
    /	0.5	0.02
> COc1ccc(CCn2nnnc2C(C(C)C)N2CCC(C(N)=O)CC2)cc1OC (configuration not stated)
    29	0.88	0.7
> COc1ccc(C(=O)Cc2ccc3c(c2)OCO3)c(O)c1
    -57	0.48	2.8
> CCOc1ccccc1-n1c(CN2CCN(C(=O)c3ccco3)CC2)nc2ccccc2c1=O
    46	0.51	0.48
> Cc1ccc2cc(C)c(Sc3nnnn3-c3ccccc3)nc2c1
    21	0.14	0.33
> COC(=O)C1(S(=O)(=O)c2cc(Br)cc3c2N(C(C)=O)CC3)CC1
    -14	0.72	0.59
> Cc1cccc(NS(=O)(=O)c2cc(C(=O)N3CCN(C)CC3)ccc2C)c1
    69	0.19	-0.62
> O=C(OCC(=O)N1c2ccccc2Sc2ccccc21)c1ccc[n+]([O-])c1
    25	/	/
> CCc1ccc(N2C(=O)CN(Cc3ccc(OC)c(OC)c3)C2=S)cc1
    21	-0.16	0.28
> CSCCC(NS(=O)(=O)c1cccs1)C(=O)NCc1cccs1 (configuration not stated)
    9	0.13	-0.6
> Cc1cccc(C(=O)N/N=C/c2ccccn2)c1
    45	1.4	-0.43
> COc1ccc(S(=O)(=O)N2CCC(O)(c3ccc4c(c3)OCO4)CC2)cc1
    18	0.3	0.25
> O=C(N=NC(=O)c1ccc2c(O)n(C3CCCCC3)c(O)c2c1)c1cccnc1
    29	0.28	-0.02
> CCOC(=O)CSc1nc2ccccc2c(=O)n1CC1CCCC1
    28	-1.4	-1.2
> CC(C)NS(=O)(=O)c1ccc(OCC(=O)NCc2ccc3c(c2)OCO3)c(Cl)c1
    3	-0.14	-0.28
> O=C1N(CCCCN2C(=O)C3(OCCO3)c3ccccc32)c2ccccc2C12OCCO2
    -69	-1	-1.4
> O=C(O)CCN1/C(=C/C=Nc2ccccc2)Oc2ccccc21
    /	1.6	2.2
> O=C(Nc1ccc(F)cc1)c1nsc(Cl)c1Cl
    0	0.39	-0.05
> CCc1ccc2[nH]c(=O)c(CN(Cc3ccc4c(c3)OCO4)Cc3nnnn3C3CCCC3)cc2c1
    -19	0.15	0.32
> CCN(C(=O)COC(=O)c1cncc(Br)c1)C1CCS(=O)(=O)C1 (configuration not stated)
    44	/	/
> CC(NC(=O)C1CCC1)c1ccc(Br)cc1 (configuration not stated)
    -6	0.87	0.54
> CCSc1nnc(NC(=O)C2CCCCC2C(=O)OCC(F)(F)C(F)F)s1 (configuration not stated)
    -77	-1.5	-1.4
> Cc1ccccc1OCC(=O)NCC(=O)N/N=C/c1ccc(Br)o1
    17	-0.08	1.4
> COc1ccc(CCN2C(=O)CS/C2=N\NC(=O)c2cccs2)cc1OC
    24	/	/
> CCCC(=O)Nc1ccc2c(c1)nc(CN1CCCCC1)n2C
    /	1.2	0.24
> c1csc(-c2nn3c(C4COc5ccccc5O4)nnc3s2)c1 (configuration not stated)
    31	-1.4	-1.3
> CCOC(=O)N=S(N)(=O)c1ccccc1 (configuration not stated)
    /	0.14	-0.19
> COc1ccc(C(=O)c2sc3nc(C)cc(-c4cccs4)c3c2N)cc1
    -178	0.28	0.32
> CC1CCN(S(=O)(=O)c2ccc(NC(=O)CN3CCN(c4ccccc4)CC3)cc2)CC1
    -32	-1.3	-1.2
> S=C(Nc1ccccc1)N1CCN(C(=S)c2ccccc2)CC1
    -47	/	/
> COc1ccc(Br)cc1C(=O)Nc1nnn(C)n1
    0	-0.32	-0.72
> CC1Cc2ccccc2N1C(=O)C1CCN(S(=O)(=O)Cc2ccccc2)CC1 (configuration not stated)
    /	-0.37	1.6
> CC(=O)OC1OCCOC1NC(=S)Nc1ccc(C)cc1 (configuration not stated)
    0	/	/
> CCOC(=O)CSc1nc2sc(C(=O)O)c(C)c2c(=O)[nH]1
    /	1.1	0.83
> COc1cccc(-c2cc(C(=O)NCCN3CCOCC3)no2)c1
    /	-0.65	-0.47
> CC(=O)N(C(C)=O)n1c(C)nc2sc3c(c2c1=O)CCCC3
    10	/	/

One compound at a time, from the list above. Order of values: INS promoter inh | sdo1 growth | sdo1 growth Rescue 24 h
COC(=O)C1(S(=O)(=O)c2cc(Br)cc3c2N(C(C)=O)CC3)CC1 is listed as -14 | 0.72 | 0.59
Cn1c(-c2ccccc2)cnc1SCC(=O)N1CCCCC1 is listed as 7 | 0.91 | 0.49
S=C(Nc1ccccc1)N1CCN(C(=S)c2ccccc2)CC1 is listed as -47 | / | /

Next structures.
Every second line gives: INS promoter inh	sdo1 growth	sdo1 growth Rescue 24 h
> CC1=C(C(=O)OCC2CCCO2)C(c2coc3ccc(Cl)cc3c2=O)C2=C(CCCC2=O)N1 (configuration not stated)
    16	/	/
> CC(C)(C)SCCNC(=O)c1cccc([N+](=O)[O-])c1
    -43	-0.22	-0.15
> COc1ccc(N)c2c1C(=O)c1ccccc1C2=O
    /	-0.03	-0.47
> O=C(CCC(=O)Nc1ccccc1Cl)N/N=C/c1c[nH]c2ccccc12
    8	1	0.58
> CCc1ccccc1N(CC(=O)N1CCN(c2ccccc2)CC1)S(C)(=O)=O
    /	2.2	1.5
> O=CNCC(=O)NCCc1ccc(Cl)cc1
    /	0.99	-0.16
> c1ccc(Cn2nnc3c(NCC4CCCO4)ncnc32)cc1 (configuration not stated)
    -91	0.28	-0.2
> CCOC(=O)N1CCC(NC(=O)Cn2cc3c(n2)CCC(C)C3)CC1 (configuration not stated)
    4	0.33	-0.28
> O=C1NN=C(c2ccc(Cl)cc2)CC1c1cccc(Cl)c1 (configuration not stated)
    /	-2.1	-0.86
> COc1ccc(CC(=O)NC(=S)NNC(=O)COc2c(C)cccc2C)cc1
    31	-0.28	0.42
> COc1ccc(N2C(=O)N(Cc3ccccc3F)c3ccccc3S2(=O)=O)cc1
    -136	/	/
> O=C1NC(c2ccccc2)=NC1(NS(=O)(=O)c1ccc(Cl)cc1)C(F)(F)F (configuration not stated)
    34	-0.02	-0.4
> COc1cccc(CN(C)C(=S)Nc2ccc(C)c(C)c2)c1
    6	/	/
> COC(=O)c1ccccc1NC(=O)c1ccccc1SC
    -21	0.34	0.41
> O=C1c2cc([N+](=O)[O-])cc3cc([N+](=O)[O-])cc(c23)C(=O)N1c1ccccn1
    -119	-0.49	-0.11
> Cc1cccc(C)c1Nc1c(-c2ccsc2)nc2ncccn12
    -81	0.14	1.2
> CCC(=O)NCCSc1c[nH]c2ccccc12
    /	0.91	1
> Cc1ccc(C(=O)NC(C)c2ccc3c(c2)OCO3)s1 (configuration not stated)
    0	/	/
> COc1ccc(-n2c(C)cc(C(=O)COC(=O)c3cc(NC(=O)c4cccs4)c(OC)c(OC)c3)c2C)cc1
    /	-1.1	-0.69
> COc1ccc2c(c1OC)C(=O)N(c1ccc(C)cc1)C2=O
    -105	/	/
> CC(=O)CCN1CCOCC1
    39	-0.14	-1.1
> CCOC(=O)c1ccc(NS(=O)(=O)c2cnc[nH]2)cc1
    /	-0.22	0.24
> O=C(CCC(=O)N(CC(=O)NC1CCCC1)Cc1ccc2c(c1)OCO2)Nc1ccccn1
    /	0.1	-0.16
> Cc1ccccc1Nc1nc(N)nc(COC(=O)C(NC(=O)c2ccco2)C(C)C)n1 (configuration not stated)
    -29	-0.31	-0.04
> O=C1CCCC2=C1C(c1ccco1)Nc1ccc3ccccc3c12 (configuration not stated)
    /	0.97	1.6
> CN(C(=O)COC(=O)c1ccc(=O)n(Cc2ccccc2)n1)c1ccccc1
    18	/	/
> CCOc1ccc(C2CC(=O)NC3=C2C(=O)CCC3)cc1 (configuration not stated)
    /	0.12	-0.43
> COc1ccc(-n2c(SCC(=O)Nc3nccs3)nc3sc4c(c3c2=O)CCN(C)C4)cc1
    /	-0.42	1.2
> COc1ccccc1-c1nnc(NC(=O)C(C)SC2=NCCS2)s1 (configuration not stated)
    /	-1.4	2
> COc1ccc(-c2nnc(COc3ccc4ccccc4c3)o2)cc1OC
    21	-0.68	0.01

Pulled by compound from the list above:
Every second line gives: INS promoter inh	sdo1 growth	sdo1 growth Rescue 24 h
> COc1cccc(CN(C)C(=S)Nc2ccc(C)c(C)c2)c1
    6	/	/
> CC1=C(C(=O)OCC2CCCO2)C(c2coc3ccc(Cl)cc3c2=O)C2=C(CCCC2=O)N1 (configuration not stated)
    16	/	/
> COc1ccc(-n2c(SCC(=O)Nc3nccs3)nc3sc4c(c3c2=O)CCN(C)C4)cc1
    /	-0.42	1.2
> CC(=O)CCN1CCOCC1
    39	-0.14	-1.1

Later entries.
Every second line gives: INS promoter inh	sdo1 growth	sdo1 growth Rescue 24 h
> COc1ccc(CC2(CO)CCN(CC3=Cc4cc(Cl)ccc4OC3)CC2)cc1
    13	/	/
> O=c1[nH]c2cc3c(cc2cc1CN(CCc1ccccc1)Cc1nnnn1C1CCCC1)OCCO3
    46	0.51	0.3
> COc1ccc(C)cc1S(=O)(=O)N1CCC(C(=O)N2CCOCC2)CC1
    9	1.4	1.9
> CCc1c(O)nc(SCC(=O)Nc2ccccc2C)[nH]c1=O
    ?	0.72	1.6
> O=C(CCCCCCN1C(=O)c2ccccc2C1=O)NC1CCCCC1
    -24	-1	-0.85
> CCN(CC)CCCC(C)NC(=O)c1cc(=O)c2ccccc2o1 (configuration not stated)
    46	/	/
> CN(C)S(=O)(=O)c1cccc(NC(=O)CN2C(=O)C3C4C=CC(C4)C3C2=O)c1 (configuration not stated)
    -26	0.52	0.02
> N#Cc1cn(CC(=O)O)c2ccccc12
    /	0.27	0.11
> COc1ccc(NC(=O)CCCCn2c(=O)[nH]c3ccccc3c2=O)cc1
    /	0.54	-0.64
> CCOC(=O)CCC(NC(=O)CCCCCCCC(=O)NC(CCC(=O)OCC)C(=O)OCC)C(=O)OCC (configuration not stated)
    -10	0.7	0.75
> CCCN(CCC)c1nc(Cl)nc(NCc2ccco2)n1
    -29	-0.49	0.9
> COc1ccc2oc(C(=O)c3ccccc3)c(N)c2c1
    -42	-1.3	-1.1

Printed as active in INS promoter inh (from the list above):
Every second line gives: INS promoter inh	sdo1 growth	sdo1 growth Rescue 24 h
> COc1ccc(N2CCN(C(=O)CCCn3c(=O)[nH]c4cc(Cl)ccc4c3=O)CC2)cc1
    74*	-0.43	-0.22

Assay outcomes as filed in PubChem.

A portion of the library, so the mix of outcomes need not match the whole.
